pAkt inh: HTS Assay for Inhibitors of Akt Phophorylation: Primary Screen | Neuro2A IGF-stimulated pAkt S473 HTRF, 20 min; stronger effect = lower value | activity change, % for hits at 50 µM | AID 651550, 2012 | 360,000 tested, 0.32% active; in the data active = activity change below about -80%; inconclusive = mostly about -51% to -80%; also: % is scaled to controls: 0 for no effect and ±100 for the full control effect
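Single-point screen (50 µM final compound) in Neuro2A cells stimulated 20 min with 6 nM IGF at 37 deg C. After lysis, Ser473-phosphorylated Akt read by HTRF (ex 330 nm, em 615/665 nm) as the 665/615 ratio.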
GLP1R inv ag: qHTS of GLP-1 Receptor Inverse Agonists (Inhibition Mode); AID 624417, 2012; Glucagon-like peptide 1 receptor (Homo sapiens), P43220; Potency, µM (titrated, usually from 38.3 µM), for the others: at the top dose activity change, negative = inhibition, hits mostly inhibitors; HEK293 GLP-1R CRE-luciferase, luminescence, 24 h; GLP-1R form is constitutively active; 410,000 tested, 1.6% active; also: potency is read from the fitted curve at half-maximal effect; % is scaled to controls: 0 for no effect and ±100 for the full control effect; nearly all actives have a fitted effect of over 55% in size
Target sequence (P43220 whole entry, looked up): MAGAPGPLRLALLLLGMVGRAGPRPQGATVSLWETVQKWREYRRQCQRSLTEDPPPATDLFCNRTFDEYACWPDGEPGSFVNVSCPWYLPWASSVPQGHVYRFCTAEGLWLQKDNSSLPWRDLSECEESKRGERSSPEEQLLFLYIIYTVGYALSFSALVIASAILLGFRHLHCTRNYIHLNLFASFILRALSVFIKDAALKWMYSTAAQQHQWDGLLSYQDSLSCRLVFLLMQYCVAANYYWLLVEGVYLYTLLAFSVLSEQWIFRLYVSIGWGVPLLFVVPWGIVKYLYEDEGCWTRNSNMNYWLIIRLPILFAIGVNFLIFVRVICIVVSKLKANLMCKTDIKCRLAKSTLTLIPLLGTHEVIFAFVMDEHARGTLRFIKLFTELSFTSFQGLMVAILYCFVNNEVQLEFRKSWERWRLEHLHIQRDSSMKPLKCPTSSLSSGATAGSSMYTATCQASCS
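HEK293 cells stably co-expressing a cAMP-responsive luciferase reporter and constitutively active GLP-1R were seeded, incubated 12 h, then exposed to compounds for 24 h at 37 C. Luminescence was read 12 min after detection reagent; inverse agonists lower signal.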
GLP-1R agonist: qHTS of GLP-1 Receptor Agonists | Glucagon-like peptide 1 receptor (Homo sapiens), P43220 | HEK293 GLP-1R CRE-luciferase, luminescence, 4-6 h; cells express a hypersensitive GLP-1R form | Potency, µM (top dose mostly 45.6 µM), inactives show at the top dose activation, usual class: activators | 380,000 tested, 0.007% active | AID 624172, 2012; also: potency is read from the fitted curve at half-maximal effect; % of control where 0% means no effect
FUS yeast rescue: qHTS for Suppressors of FUS Proteinopathy: Primary screen using FUS-linked yeast assay | S. cerevisiae FUS-expressing, growth rescue, OD600, 24 h | Potency, µM (titrated, usually from 76.6 µM), for the others: top-dose growth rescue (activation), most hits filed as activators | 390,000 tested, 0.24% active | AID 1347120, 2019;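 also: potency is read from the fitted curve at half-maximal effect; plate controls were DMSO vehicle for no effect and reference control for full effect; nearly all actives have a fitted effect of over 55% in size; some results filed as inactive show a strong effect at the top dose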
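Quantitative HTS measuring growth restoration of FUS-toxic yeast. Galactose-induced cells (OD 0.005) were exposed 24hr at 30C to compounds at several concentrations, then absorbance at 600 nm was recorded.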
Abeta rescue: qHTS for compounds that reverse cellular toxicity of Amyloid beta (A-beta) peptide in yeast: Primary Screen; AID 1347071, 2019; Potency, µM (doses to about 46.1 µM), for inactives: at the top dose growth rescue, hits mostly activators; 410,000 tested, 0.063% active; yeast expressing A-beta42, growth rescue, OD600, 48 h; response scale: 0% DMSO, 100% iron-clioquinol control; also: potency is read from the fitted curve at half-maximal effect; nearly all actives have a fitted effect of over 55% in size
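Growth rescue measured by 600 nm absorbance after 48 h yeast culture at 30 C with compound. Values normalized between DMSO and an equimolar ferric chloride plus clioquinol control.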
PTHR1 ag: qHTS for PTHR1 Agonists: Primary Screen; Parathyroid hormone/parathyroid hormone-related peptide receptor (Homo sapiens), Q03431; HEK293 GP2 PTHR1 cells, GloSensor cAMP luminescence, 1 h; Potency, µM (doses to about 115 µM), without a hit: top-dose activation, hits mostly activators; 410,000 tested, 0.075% active; also: potency is read from the fitted curve at half-maximal effect; nearly all actives have a fitted effect of over 55% in size; some results filed as inactive show a strong effect at the top dose; inactives centre near -15; many of its hits are not listed in these tables
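HEK-293-derived GP2 cells expressing PTHR1 and a GloSensor cAMP reporter, 3,000/well, plated overnight, given luciferin plus IBMX (each 0.5 mM as added) for 1 h at 37 °C, then compound for 1 h at 37 °C. Luminescence was read after 15 min at room temperature.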
TDP-43 yeast inh: qHTS of TDP-43 Inhibitors; TDP-43 expressing yeast growth rescue, BacTiter-Glo, 24 h; Potency, µM (series often up to 46.1 µM), for inactives: top-dose growth rescue (activation), actives largely listed as activators; 410,000 tested, 1.8% active; also: potency is read from the fitted curve at half-maximal effect; % of control where 0% means no effect; nearly all actives have a fitted effect of over 50% in size
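Cell-based yeast growth screen: TDP-43 expression induced in galactose, inoculum OD600=0.02 after raffinose pregrowth to mid-log. Read-out BacTiter-Glo luminescence at 24 hr, 30 deg C; inhibition of toxicity seen as signal increase.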
DRD3 antagonist: qHTS of D3 Dopamine Receptor Antagonist: qHTS. D(3) dopamine receptor (Homo sapiens), P35462. D3R cells, DiscoveRx beta-arrestin luminescence, antagonist mode; stronger effect = lower value. max response, negative = inhibition, %. 360,000 tested, 2.5% active; in the data active = max response below about -50%; inconclusive = no clear call, values can overlap the other calls; also: % is scaled to controls: 0 for no effect and ±100 for the full control effect; mostly tested at two doses, the higher about 12 µM
Target sequence (P35462 whole entry, looked up): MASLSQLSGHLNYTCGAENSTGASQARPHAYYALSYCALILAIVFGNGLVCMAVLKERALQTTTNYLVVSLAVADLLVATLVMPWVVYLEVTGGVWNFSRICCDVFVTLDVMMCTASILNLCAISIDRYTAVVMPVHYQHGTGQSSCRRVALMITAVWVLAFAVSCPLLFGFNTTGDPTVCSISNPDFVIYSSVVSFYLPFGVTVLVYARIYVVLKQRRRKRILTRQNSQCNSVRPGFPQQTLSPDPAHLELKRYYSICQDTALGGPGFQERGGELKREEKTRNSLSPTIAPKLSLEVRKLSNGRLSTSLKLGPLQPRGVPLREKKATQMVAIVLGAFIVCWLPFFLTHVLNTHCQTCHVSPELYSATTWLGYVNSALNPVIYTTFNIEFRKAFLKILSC
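Cells plated overnight at 1500 cells/well, then exposed to library compounds with dopamine controls for 90 minutes at 37 degrees C. DiscoveRx reagent added for 30–60 minutes at room temperature; luminescence read, quantitative HTS format.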
aSyn rescue: qHTS of alpha-syn Inhibitors; Potency, µM (series often up to 46.1 µM), for inactives: at the highest dose growth rescue (activation), most hits filed as activators; AID 652106, 2013; Yeast expressing alpha-synuclein, growth rescue, BacTiter-Glo, 24 h; 370,000 tested, 0.14% active; also: potency is read from the fitted curve at half-maximal effect; % of control where 0% means no effect; nearly all actives have a fitted effect of over 65% in size
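Readout is rescue of growth in alpha-synuclein-expressing yeast, so inhibitors of toxicity appear as activators. Growth after 24 hr at 30 deg C in galactose medium is quantified by luminescence.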
Starred values were filed as active, the others as inactive; i = inactive; ? = inconclusive; nt = not tested or not shown; [ ] = another dose, or the depositor's remark. Unless noted, calls follow the shape of the dose curve; as a rule, active = well fitted curve in the direction sought with a large enough effect; inconclusive = small, poorly fitted or top-dose-only effect, or another doubt; inactive = no such curve, though single readings can be large; an effect the other way counts as inactive or inconclusive. A portion of the library; count on the stated rates, not on these rows.

No. | mol | pAkt inh | GLP1R inv ag | GLP-1R agonist | FUS yeast rescue | Abeta rescue | PTHR1 ag | TDP-43 yeast inh | DRD3 antagonist | aSyn rescue
1 | COc1ccc(OC)c(S(=O)(=O)NCc2cn3ccsc3n2)c1 | i | 10% | 0% | -2% | -8% | 23% | -17% | 15 | -1%
2 | COCc1cc(C)nc(NC2CC(C)(C)NC(C)(C)C2)c1C#N | i | ? | 10% | 1% | -8% | -20% | -16% | -14 | 3%
3 | CCCNC(=O)C(Cc1ccc(OC)cc1)NC(=O)c1ccc(C#N)cc1 (configuration not stated) | i | 5% | 3% | -26% | 6% | -15% | -4% | 0 | 0%
4 | Cc1ccc(Cn2c(=O)n(-c3ccc(C)cc3)c(=O)c3c2c2cc(C)ccc2n3C)cc1 | nt | 2% | nt | -20% | -4% | i | 3% | nt | nt
5 | CCOC(=O)N1CCN(C(=O)CN(C2CCCCC2)S(=O)(=O)c2ccc(F)cc2)CC1 | i | -15% | -4% | 10% | 13% | 0% | -12% | -9 | 8%
6 | CC(C)[C@H](NC(=O)N1CCn2c1nc1ccccc12)C(=O)N[C@@H](Cc1ccccc1)C(=O)O | i | 8% | -1% | 0% | -6% | -31%[inhibitor] | 15% | -9 | 0%
7 | O=C(O)Cn1nc2ccccc2n1 | i | 11% | -7% | 0% | 13% | i | 11% | -10 | -14%
8 | COc1ccc(NC(=O)CCc2nnc3ccc(N4CCC5(CC4)OCCO5)nn23)cc1 | i | 22% | 2% | 25% | 7% | ? | -20% | -18 | 1%

As entered above:
TDP-43 yeast inh result of COCc1cc(C)nc(NC2CC(C)(C)NC(C)(C)C2)c1C#N = -16%
DRD3 antagonist result of O=C(O)Cn1nc2ccccc2n1 = -10
PTHR1 ag result of CC(C)[C@H](NC(=O)N1CCn2c1nc1ccccc12)C(=O)N[C@@H](Cc1ccccc1)C(=O)O = -31%[inhibitor]

(list continues)
No. | mol | pAkt inh | GLP1R inv ag | GLP-1R agonist | FUS yeast rescue | Abeta rescue | PTHR1 ag | TDP-43 yeast inh | DRD3 antagonist | aSyn rescue
9 | COc1ccc(OC)c(S(=O)(=O)N2CCC3(CC2)CC(=O)c2ccccc2O3)c1 | i | -14% | -1% | 34% | 0% | i | ? | 13 | 8%
10 | CCc1nnc(NC(=O)c2ccc(OCc3c(C)noc3C)c(OC)c2)s1 | i | 7% | 3% | -19% | -4% | i | 9% | 11 | 7%
11 | CC(C)n1cc(C(N)=S)c(=O)n(Cc2ccccc2)c1=O | i | 10% | 19% | -7% | ? | -1% | 17% | 0 | 10%
12 | CC1CCCCN1C(=O)CSc1ccc(-c2ccc(F)cc2)nn1 (configuration not stated) | nt | ? | 17% | 15% | 11% | i | 10% | -9 | 12%
13 | Cc1cc(N2CCN(S(=O)(=O)c3ccccc3)CC2)nc2c(C)cccc12 | i | ? | -3% | 10% | -6% | -21% | 23% | 7 | 23%
14 | COC(=O)c1ccccc1NS(=O)(=O)c1ccc2[nH]c(=O)[nH]c2c1 | i | 7% | 3% | nt | 5% | -4% | 0% | -2 | 8%
15 | COc1ccc(-n2sc3c(c2=S)-c2cc(OC)ccc2NC3(C)C)cc1 | i | ? | -5% | 9% | 23% | i | 17% | -11 | 8%
16 | Cc1cccnc1NC(=O)c1cccc(NC(=O)CC2SC(N3CCCCC3)=NC2=O)c1 (configuration not stated) | i | 9% | 5% | nt | -14% | -13% | 11% | -6 | -1%
17 | CN(CC(=O)Nc1c(Cl)cccc1Cl)C(=O)C1=COCCO1 | i | -1% | 3% | 8% | 0% | 5% | ? | -19 | -4%
18 | COc1ccc(C2c3ccsc3CCN2C(=O)NC(C)(C)C)cc1 (configuration not stated) | i | ? | 9% | 10% | 19% | -2% | -5% | -28 | -4%
19 | Cc1ccc(N(CC(=O)Nc2ccc(Cl)cc2)S(=O)(=O)c2cccc3nonc23)cc1 | nt | 10µM* | -4% | 35% | 1% | -14% | 17% | nt | nt
20 | CCOC(=O)c1cc(S(=O)(=O)N2CCN(c3cc(C)ccc3C)CC2)[nH]n1 | nt | -12% | -4% | ? | 3% | i | ? | nt | nt
21 | CCOC(=O)N1CCN(C(=O)C(C)N(c2ccccc2)S(C)(=O)=O)CC1 (configuration not stated) | i | 0% | 1% | -9% | -10% | 8% | 6% | -8 | -1%
22 | Cc1oc2c(cc(NS(=O)(=O)c3ccc(F)cc3)c3ccccc32)c1C(=O)O | i | 4% | -1% | ? | 6% | -15% | -8% | -6 | -1%
23 | CC(C)C(=O)Nc1cccc(NC2=NS(=O)(=O)c3ccccc32)c1 | nt | 2% | 10% | -13% | -6% | -8% | 26% | nt | ?
24 | Cc1ccc(/C=C/C(=O)Nc2sc3c(c2C#N)CCCC3)o1 | i | 9% | -1% | 27% | -2% | 9% | 9% | -16 | 2%
25 | CCOC(=O)c1ccc(NC(=O)N2CCCCCC2)cc1 | i | ? | -10% | 19% | 13% | i | -10% | -19 | 2%
26 | CCOc1ccc(Nc2oc(-c3ccc(COc4ccc(OC)cc4)o3)nc2C#N)cc1 | nt | 1% | nt | 1% | 8% | -22% | 9% | nt | nt
27 | COc1ccccc1NC(=O)c1cc(C(=O)Nc2ccccc2OC)n(C)n1 | i | 18% | 5% | 3% | 3% | i | 4% | 20 | -10%
28 | O=c1[nH]c(=O)n(Cc2ccccc2)c2nc(-c3ccc(Oc4ccc(F)cc4)c([N+](=O)[O-])c3)n(CCO)c12 | i | ? | -6% | ? | 27% | -20% | -6% | -5 | -9%
29 | COc1ccc(C(=O)Nc2nnc(S(=O)(=O)N(C)Cc3ccccc3)s2)cc1 | i | -1% | 1% | -7% | nt | -16% | 24% | 20 | -4%
30 | O=C1NC[C@H](CCCCN2C[C@@H](Cc3ccccc3)N(CC3CCCCC3)C(=O)C2=O)N(CCC2CCCCC2)C1=O | i | 0% | 4% | ? | -3% | -22% | 1% | 3 | -5%
31 | COc1cc(OC)cc(N(C(=O)C2COc3ccccc3O2)C(C(=O)NC2CCCCC2)c2ccc(O)cc2)c1 (configuration not stated) | i | ? | -12% | 40% | 8% | i | 0% | ? | 4%
32 | COc1ccc(Cl)cc1NC(=O)NC(C)C | i | -24% | -4% | -15% | -7% | i | 8% | -3 | 2%
33 | O=C(NC(c1ccc(F)cc1)c1ccc2ccccc2n1)C1CCN(Cc2ccc3ccccc3n2)CC1 (configuration not stated) | i | ? | -2% | 17% | -4% | 0% | -14% | -53* | 2%
34 | Cc1cc(C)c(C(=O)NCC(=O)c2ccccc2)c(C)c1 | i | 4% | 11% | 5% | 1% | -23% | -15% | -19 | -3%
35 | O=C(CC1SC(N2CCCC2)=NC1=O)Nc1ccc(C(=O)Nc2ccccc2)cc1 (configuration not stated) | i | 12% | 2% | 1% | -10% | i | 11% | 8 | 4%
36 | COC(C(=O)Nc1ccccc1F)c1ccccc1 (configuration not stated) | i | -14% | -25% | -21% | -2% | -2% | -10% | 0 | 2%
37 | Cc1cc(-c2nnc(SCC(=O)c3ccc(F)cc3)o2)no1 | i | -1% | 6% | 10% | -4% | i | 12% | -4 | 2%
38 | N#CCc1c(C#N)c(N)nc(N2CCN(S(=O)(=O)c3ccccc3F)CC2)c1C#N | i | 17% | 9% | ? | -8% | -4% | 2% | 10 | 1%
39 | Cn1c(=O)c2c(nc(CN3CCOCC3)n2CC(=O)c2ccccc2)n(C)c1=O | i | -19% | -7% | -14% | 4% | -23%[57.5 µM] | -6% | 17 | 1%
40 | COCCN(CC1CCCN(C2Cc3ccccc3C2)C1)C(=O)CCC(N)=O (configuration not stated) | i | ? | 3% | 13% | -1% | -18% | -3% | ? | 1%

Retrieved one by one from above, 3 records:
No. | mol | pAkt inh | GLP1R inv ag | GLP-1R agonist | FUS yeast rescue | Abeta rescue | PTHR1 ag | TDP-43 yeast inh | DRD3 antagonist | aSyn rescue
35 | O=C(CC1SC(N2CCCC2)=NC1=O)Nc1ccc(C(=O)Nc2ccccc2)cc1 (configuration not stated) | i | 12% | 2% | 1% | -10% | i | 11% | 8 | 4%
39 | Cn1c(=O)c2c(nc(CN3CCOCC3)n2CC(=O)c2ccccc2)n(C)c1=O | i | -19% | -7% | -14% | 4% | -23%[57.5 µM] | -6% | 17 | 1%
36 | COC(C(=O)Nc1ccccc1F)c1ccccc1 (configuration not stated) | i | -14% | -25% | -21% | -2% | -2% | -10% | 0 | 2%

Further structures.
No. | mol | pAkt inh | GLP1R inv ag | GLP-1R agonist | FUS yeast rescue | Abeta rescue | PTHR1 ag | TDP-43 yeast inh | DRD3 antagonist | aSyn rescue
41 | NC(=O)CN1CCOCCN(CC(N)=O)CCOCC1 | i | 5% | -11% | 1% | 14% | i | -32%[inhibitor] | -16 | 2%
42 | COc1ccc(-c2oc3c(c2C#CC2(O)CCCCC2)C(OC(C)=O)CCC3)cc1 (configuration not stated) | i | ? | 25% | ? | 30% | -26% | 20µM* | 76 | 20%
43 | O=C(CC(c1ccc(F)cc1)c1ccco1)N1CCOCC1 (configuration not stated) | i | -10% | -3% | nt | -19% | i | 9% | 27 | 4%
44 | COc1ccc(C(=O)O)cc1NC(=S)NC(=O)Cc1ccc(Cl)cc1 | i | 19% | -3% | -20% | 6% | i | 11% | -3 | -6%
